# GSTO1 inh – blocks human GSTO1 in RBBP9 counter-screen; P78417; recombinant GSTO1, activity-based probe fluorescence polarization; inhibition, % at 5.96 µM; 300,000 tested, 1.1% active; AID 1974;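 active means inhibition above the campaign mean inhibition plus 3 SD, cut at about 35% in these data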;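 further: 0% = GSTO1-1 with DMSO and 100% = wells lacking GSTO1-1 enzyme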
# Fam108B inh – Fam108B inhibition, counter-screen for RBBP9 inhibitors | recombinant Fam108B, FP-Rh probe fluorescence polarization | inhibition, % at 9.51 µM | 300,000 tested, 0.33% active | AID 1947;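 active means inhibition above the screen mean inhibition plus 3 SD, computed separately per campaign, cut at about 18% in these data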;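 further: inhibitors lower polarization as less probe binds the enzyme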
# PME-1 inh – blocks human protein phosphatase methylesterase 1; recombinant PME-1, FP-Rh probe fluorescence polarization; Q9Y570; 320,000 tested, 0.53% active; AID 2130; inhibition, % at 5.9 µM;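 active means inhibition above the campaign mean of all compounds plus 3 SD, cut at about 26% in these data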;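 further: competitive labeling of PME-1 active site by serine hydrolase directed probe; 0% = PME-1 with DMSO and 100% = wells lacking PME-1 enzyme; inhibitors block probe labeling so polarization falls and inhibition rises; many of its hits are not listed in these tables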
# GLD-1 RNA inh – GLD-1-TGE RNA interaction inhibition (C. elegans). purified GLD-1 + fluorescein TGE RNA, fluorescence polarization. 320,000 tested, 0.44% active. AID 2280. inhibition, % at 5.96 µM;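 active means percent inhibition above a per-plate cutoff, the plate mean of test compounds plus 3 SD, cut at about 30% in these data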;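 further: 0% = DMSO wells with GLD-1 and probe and 100% = wells lacking GLD-1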
# Target sequence (Q17339 whole entry, looked up): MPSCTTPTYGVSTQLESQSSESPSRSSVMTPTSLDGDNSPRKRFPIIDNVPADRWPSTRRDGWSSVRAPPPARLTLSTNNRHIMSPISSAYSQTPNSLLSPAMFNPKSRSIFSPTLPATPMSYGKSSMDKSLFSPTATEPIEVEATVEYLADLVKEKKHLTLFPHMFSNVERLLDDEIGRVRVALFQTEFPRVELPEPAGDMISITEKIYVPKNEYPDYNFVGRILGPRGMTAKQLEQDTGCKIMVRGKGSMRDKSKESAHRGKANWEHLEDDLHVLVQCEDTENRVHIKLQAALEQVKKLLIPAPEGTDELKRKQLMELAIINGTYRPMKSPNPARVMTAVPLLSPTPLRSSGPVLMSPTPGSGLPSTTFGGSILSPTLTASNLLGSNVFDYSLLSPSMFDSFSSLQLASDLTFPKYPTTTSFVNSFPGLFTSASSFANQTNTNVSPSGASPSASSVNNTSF
# BCLXL inh – Bcl-xL (human) inhibition | Q07817 | GST-Bcl-xL / FITC-Bim BH3 peptide fluorescence polarization | inhibition, % at 10.9 µM | 320,000 tested, 0.7% active | AID 2129;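 active means inhibition above the mean of all tested compounds plus 3 SD, cutoff set per campaign, cut at about 30% in these data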;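 further: 0% = DMSO wells and 100% = unlabeled Bim-BH3 peptide competitor; inhibitors lower millipolarization by displacing the labeled peptide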
# TPT1 inhibitor – inhibitors of Candida albicans tRNA 2'-phosphotransferase TPT1 | recombinant caTPT1, FP RNA substrate dephosphorylation | inhibition, % at 5 µM | 300,000 tested, 0.81% active | AID 1962;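 active means inhibition above the mean of all tested compounds plus 3 SD, set per screening campaign, cut at about 24% in these data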;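 further: plate controls were DMSO alone for no effect and ferristatin control at 100 nM for full effect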
# MCL1 BIM primary – disrupts human MCL1 binding to BIM-BH3 peptide; Q07820; GST-MCL1 / FITC-Bim-BH3 fluorescence polarization; inhibition, % at 10.9 µM; 320,000 tested, 0.68% active; AID 2057;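 active means inhibition above the mean inhibition of all tested compounds plus 3 SD, set per campaign, cut at about 40% in these data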;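 further: 0% = DMSO wells and 100% = unlabeled Bim-BH3 peptide control; higher means more loss of mP so more displacement of Bim peptide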
# Target sequence (Q07820 whole entry, looked up): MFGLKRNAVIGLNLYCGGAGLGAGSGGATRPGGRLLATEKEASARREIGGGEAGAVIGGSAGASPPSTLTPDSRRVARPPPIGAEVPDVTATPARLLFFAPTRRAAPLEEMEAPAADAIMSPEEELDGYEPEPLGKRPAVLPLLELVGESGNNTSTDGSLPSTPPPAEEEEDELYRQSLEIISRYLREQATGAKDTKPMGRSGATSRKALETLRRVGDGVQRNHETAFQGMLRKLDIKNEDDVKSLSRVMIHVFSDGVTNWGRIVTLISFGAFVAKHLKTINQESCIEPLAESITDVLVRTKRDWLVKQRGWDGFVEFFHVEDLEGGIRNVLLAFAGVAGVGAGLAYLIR
# MEX-5 binding – C. elegans MEX-5 TCR-2 RNA binding activity; MEX-5/FITC-TCR2 RNA binding, fluorescence polarization; active compounds read low; Q9XUB2; 300,000 tested, 0.38% active; activity score (negative = inhibition of binding), % at 10 µM;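 active means inhibition past about -25% in most replicates, and total fluorescence under double the plate's negative control median, limit read from the data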;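 further: 0% = DMSO and -100% = 5 µM competing unlabeled TCR2 RNA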
# PAD4 inh – inhibitors of human PAD4; recombinant PAD4, RCA probe fluorescence polarization; inhibition, % at 6.36 µM; 330,000 tested, 0.41% active;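 active means percent inhibition above a cutoff equal to the mean of all tested compounds plus 3 SD, cut at about 15% in these data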;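 further: 0% = PAD4 with RCA probe and DMSO and 100% = probe without PAD4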
# The depositor's hits bear a star; x = no result given; & = joins results of further samples. The list is partial; count on the stated rates, not on these rows.
No.	SMILES	GSTO1 inh	Fam108B inh	PME-1 inh	GLD-1 RNA inh	BCLXL inh	TPT1 inhibitor	MCL1 BIM primary	MEX-5 binding	PAD4 inh
1	CC(C)CNc1nc(=S)nc(N(C)C)[nH]1	5	1	2	6	9	-1	8	x	1
2	O=C1CN(C(=O)CSc2nnc(Nc3ccccc3)s2)c2ccccc2N1	-2	3	2	1	-2	6	-14	-9.5	-3
3	CCc1nc(N2CCN(CC(=O)NCC3CCCO3)CC2)c(C#N)c2c1COC(C)(C)C2 (stereo not drawn)	3	3	-1	18	16	-5	17	-15	0
4	COc1cc(-c2nnc(SCC(=O)N3c4ccccc4Sc4ccccc43)o2)cc(OC)c1OC	10	-10	4	-5	3	-5	5	1.7	0
5	C/C=C(\C)CN1CCC(Oc2cccc(C(=O)NCc3ccccn3)c2)CC1	1	1	-2	1	0	-3	-1	-1.7	1
6	CCCc1cc(=O)oc2cc(C)cc(OCC(=O)NCCCN3CCOCC3)c12	0	-4	5	5	6	-5	6	-1.0	-4
7	COc1ccc(-n2nnnc2SCC(=O)NC(=O)Nc2ccc3c(c2)OCCO3)cc1	0	-2	24	6	1	-5	7	x	1
8	CCN(CC)CCOc1c(C)cccc1Cl	4	-1	-1	3	2	4	10	-1.3	3
9	Cc1cc(=O)oc2cc(OCCCN3C(=O)c4ccccc4C3=O)ccc12	8	-1	-8	1	-3	4	-6	-2.1	-4
10	CC1(C)N([O-])C(c2cccs2)=C[N+]1=O	-1	-1	-3	5	9	-2	7	-0.3	-1
11	O=S(=O)(c1ccccc1)N1CCN(CC2CC3C=CC2C3)CC1 (stereo not drawn)	3	-1	-2	3	7	-2	5	-2.1	5
12	O=C(Nc1ccc(-n2cccc2)cc1)C1CC1	4	2	-1	-1	3	-2	2	-0.2	-5
13	CC(C)C(C)NC(=O)COc1ncnc2ccccc12 (stereo not drawn)	-5	1	1	7	0	-8	1	2.5	2
14	CC(NC(=O)C(=O)NN=C1CCCCCCCCCCC1)c1ccccc1 (stereo not drawn)	4	1	3	-9	0	-2	-1	-1.4	-1
15	Cc1ccccc1CN1CCN(Cc2cc3ccccc3o2)CC1CCO (stereo not drawn)	-11	-1	0	7	6	-1	9	-0.3	0
16	CCCCSc1nc(C)c(CC(=O)O)c(=O)[nH]1	9	-1	-6	1	-5	1	-5	-2.6	0
17	COc1ccccc1NC(=S)N1CCN(Cc2ccccc2)CC1	5	-3	-3	-8	-2	2	6	3.6	2
18	Cc1ccc(S(=O)(=O)c2nc(S(C)(=O)=O)sc2N2CCC(O)CC2)cc1	-2	-1	0	0	3	0	7	0.5	0
19	N#C/C(=C\c1c(Cl)cccc1Cl)c1nc2ccccc2o1	-1	2	7	-3	4	4	-3	2.3	-6
20	CN(CC1CCOCC1)C(=O)CC1C(=O)NCCN1Cc1ccc(-c2ccccc2)cc1 (stereo not drawn)	-3	1	1	11	11	-3	7	0.2	-3

# Overlap with the part before: 3 compounds; new compounds follow.
No.	SMILES	GSTO1 inh	Fam108B inh	PME-1 inh	GLD-1 RNA inh	BCLXL inh	TPT1 inhibitor	MCL1 BIM primary	MEX-5 binding	PAD4 inh
18	Cc1ccc(S(=O)(=O)c2nc(S(C)(=O)=O)sc2N2CCC(O)CC2)cc1	-2	-1	0	0	3	0	7	0.5	0
19	N#C/C(=C\c1c(Cl)cccc1Cl)c1nc2ccccc2o1	-1	2	7	-3	4	4	-3	2.3	-6
20	CN(CC1CCOCC1)C(=O)CC1C(=O)NCCN1Cc1ccc(-c2ccccc2)cc1 (stereo not drawn)	-3	1	1	11	11	-3	7	0.2	-3
21	O=[N+]([O-])c1ccc(NCCNCCOc2nonc2-c2ccccc2)c([N+](=O)[O-])c1	3	-2	0	-1	1	4	0	-0.8	-10
22	COc1cccc(NC(=O)c2cccc(N3C(=O)C4C5C=CC(C5)C4C3=O)c2)c1 (stereo not drawn)	2	2	5	-2	2	-1	2	2.1	10
23	CN(Cc1ccccc1)C(=O)c1ccc(NC(=O)Cc2cccc(NC(=O)C3CCCN(C(=O)C4CCC4)C3)c2)cc1 (stereo not drawn)	x	x	-6	4	0	x	-1	x	7
24	COCCCN1C(=O)c2ccc(C(=O)Nc3ccc(C)cc3C)cc2C1=O	-3	-2	0	-3	3	0	8	1.3	-2
25	CCCNC(=O)C(=O)Nc1cc2c3c(c1)CCC(=O)N3CCC2	4	-3	-11	-6	2	1	2	-2.6	-9
26	CCOCCCNC(=O)c1cc(Cl)c(NC(=O)C2=C(C)OCCS2)cc1OC	3	-1	-3	4	3	-4	7	0.6	1
27	Cc1[nH]nc(N)c1-c1ccc(Cl)cc1	0	0	-1	-10	2	-4	3	-0.3	-4
28	N/C(=N\OC(=O)COc1ccccc1)c1cccnc1	9	7	-1	-3	1	-2	-1	2.1	-1
29	Cc1cc(NC(=O)CCC(=O)N(Cc2cccs2)C(C(=O)NC2CCCC2)c2ccccc2)no1 (stereo not drawn)	12	-3	4	3	-1	4	-6	0.5	-7
30	O=C1CCCN1CCCNS(=O)(=O)c1cccc(F)c1	-7	-2	-8	-8	5	-1	6	4.2	7
31	Cc1cc(C)nc(N2CCCC(C(=O)NCc3ccc4c(c3)OCO4)C2)n1 (stereo not drawn)	8	-6	0	4	6	0	7	-0.5	-1
32	CCN(CC)CCCNC(=S)N(Cc1cccnc1)Cc1cc2cccc(C)c2[nH]c1=O	8	-4	4	-5	2	2	1	2.2	3
33	CNc1nc(Nc2ccc([N+](=O)[O-])cc2)nc(OCC(F)(F)F)n1	-3	-17	-4	-3	6	-4	0	0.0	-5
34	CC(C)(C)c1ccc(NNC(=O)C2CCC2)cc1	4	0	-2	1	7	-2	4	-2.1	6
35	COC(=O)c1cnn2c(C(F)(F)F)cc(-c3ccco3)nc12	14	1	-2	8	11	3	8	-5.0	-7
36	CCC(C)(C)n1nnnc1C(c1ccc2ncccc2c1)N1CCN(Cc2ccc3c(c2)OCO3)CC1 (stereo not drawn)	-2	-1	5	0	-5	-1	0	-1.9	-3
37	COc1ccc(OC(C)C(=O)Nc2ccc(F)cc2F)cc1 (stereo not drawn)	5	-2	3	-4	8	-3	3	-1.0	-3
38	CCOc1ccc(NC(=O)CSC2=C(C#N)C(c3ccc4c(c3)OCO4)CC(=O)N2)cc1 (stereo not drawn)	0	-1	0	5	1	3	-3	3.3	2
39	O=S(=O)(Nc1ccc(-c2csc(-c3ccccc3)n2)cc1)c1ccc(F)cc1	-11	-29	-46	10	-4	-2	-3	1.0	-2
40	N#CCC1c2ccccc2CCN1C(=O)Nc1cccc(C(F)(F)F)c1 (stereo not drawn)	-5	-7	-1	2	-4	-2	3	-1.3	-2
41	CC(C)(C)NS(=O)(=O)c1ccc(CCC(=O)NCc2ccc3c(c2)OCO3)cc1	11	3	-1	-6	-1	0	-3	-4.0	0
42	COc1ccc(-c2nc3ccccc3c(=O)[nH]2)cc1	2	1	3	-3	1	-1	2	3.7	-3
43	CCCc1nc(SCC(=O)N2CCCC2)c2c(=O)n(C)c(=O)n(C)c2n1	-2	-3	-2	3	1	-1	4	-0.8	-3
44	COc1ccc(-c2nnc(SCC(=O)NC(C)C)n2CC2CCCO2)cc1OC (stereo not drawn)	7	1	-5	-2	5	-5	5	1.3	0
45	Cc1cc(C)n(CC(=O)NNC(=O)CC(C)c2ccccc2)n1 (stereo not drawn)	x	x	6	3	0	x	5	x	3
46	O=S(=O)(N1CCOCC1)n1c(Cc2ccccc2)nc2ccccc21	5	3	-1	4	9	0	7	-1.4	-3
47	CN(C)c1ccnc2c[cH-]cc12.[Fe].c1ccc(-[c-]2[c-](-c3ccccc3)[c-](-c3ccccc3)[c-](-c3ccccc3)[c-]2-c2ccccc2)cc1 (stereo not drawn)	8&11	-2&2	9&-3	-2&-5	5&0	1&1	-1&2	-0.8&-2.1	6&-3
48	CC(=C\C(=O)O)/C(=C/c1ccccc1)C(=O)O	3	-1	1	5	8	4	7	0.9	0
49	COC(=O)c1ccc(CN2CCC(Oc3ccc(C(=O)N4CCCCC4)cc3)CC2)cc1	0	3	2	0	5	-3	6	-0.3	-4
50	COc1cc(NC(=S)Nc2cccnc2)cc(OC)c1OC	1	-2	1	-1	8	-3	6	-3.4	-1
51	CCOC(=O)CN1NC2(CCCC(C)C2)NC1=S (stereo not drawn)	-4	-4	-1	2	0	4	-4	2.0	-4
52	Cc1cccc(NC(=S)NCCSc2ccc(Cl)cc2)c1	1	-5	-3	5	1	1	6	4.2	-2
53	CCN(CC)CCn1c2c(c(SCC(=O)Nc3ccc(C)c(F)c3)nc1=O)CCCC2	-4	-2	0	8	2	-6	2	0.3	4
54	Cc1ccc(S(=O)(=O)N(C)C)cc1NC(=S)NC(=O)C12CC3CC(CC(C3)C1)C2	2	-4	0	2	8	-3	11	0.6	4
55	COc1ccc(Cl)cc1NC(=S)NCc1ccc(S(N)(=O)=O)cc1	-1	0	4	1	11	1	9	-0.6	-1
56	CC(C)[C@H](CO)N(Cc1cccc(F)c1)c1nc(Nc2cccc(Cl)c2)c2ncn(C(C)C)c2n1	2	6	3	-2	2	0	-10	1.9	2

# Gathered by group, the compounds so far containing an aryl thioether with sulfur outside any ring.
No.	SMILES	GSTO1 inh	Fam108B inh	PME-1 inh	GLD-1 RNA inh	BCLXL inh	TPT1 inhibitor	MCL1 BIM primary	MEX-5 binding	PAD4 inh
2	O=C1CN(C(=O)CSc2nnc(Nc3ccccc3)s2)c2ccccc2N1	-2	3	2	1	-2	6	-14	-9.5	-3
4	COc1cc(-c2nnc(SCC(=O)N3c4ccccc4Sc4ccccc43)o2)cc(OC)c1OC	10	-10	4	-5	3	-5	5	1.7	0
7	COc1ccc(-n2nnnc2SCC(=O)NC(=O)Nc2ccc3c(c2)OCCO3)cc1	0	-2	24	6	1	-5	7	x	1
16	CCCCSc1nc(C)c(CC(=O)O)c(=O)[nH]1	9	-1	-6	1	-5	1	-5	-2.6	0
43	CCCc1nc(SCC(=O)N2CCCC2)c2c(=O)n(C)c(=O)n(C)c2n1	-2	-3	-2	3	1	-1	4	-0.8	-3
44	COc1ccc(-c2nnc(SCC(=O)NC(C)C)n2CC2CCCO2)cc1OC (stereo not drawn)	7	1	-5	-2	5	-5	5	1.3	0
52	Cc1cccc(NC(=S)NCCSc2ccc(Cl)cc2)c1	1	-5	-3	5	1	1	6	4.2	-2
53	CCN(CC)CCn1c2c(c(SCC(=O)Nc3ccc(C)c(F)c3)nc1=O)CCCC2	-4	-2	0	8	2	-6	2	0.3	4

# Bioassay records from PubChem BioAssay.
